From PubChem
RORg inh = blocks mouse ROR gamma transcriptional activity; P51450; Drosophila S2 Gal4-RORgamma UAS-luciferase reporter, 20 h; AID 2551; Potency, µM (series often up to 53.6 µM), without a hit: top-dose activity change, negative = inhibition, most hits filed as inhibitors; 310,000 compounds, 5.4% hits; further: potency means the concentration at half of the fitted maximal effect; on the % scale 0 is the no-effect control and ±100 the full control effect; nearly all actives have a fitted effect of over 60% in size
Target sequence (P51450 whole entry, looked up, the tested form may be a part): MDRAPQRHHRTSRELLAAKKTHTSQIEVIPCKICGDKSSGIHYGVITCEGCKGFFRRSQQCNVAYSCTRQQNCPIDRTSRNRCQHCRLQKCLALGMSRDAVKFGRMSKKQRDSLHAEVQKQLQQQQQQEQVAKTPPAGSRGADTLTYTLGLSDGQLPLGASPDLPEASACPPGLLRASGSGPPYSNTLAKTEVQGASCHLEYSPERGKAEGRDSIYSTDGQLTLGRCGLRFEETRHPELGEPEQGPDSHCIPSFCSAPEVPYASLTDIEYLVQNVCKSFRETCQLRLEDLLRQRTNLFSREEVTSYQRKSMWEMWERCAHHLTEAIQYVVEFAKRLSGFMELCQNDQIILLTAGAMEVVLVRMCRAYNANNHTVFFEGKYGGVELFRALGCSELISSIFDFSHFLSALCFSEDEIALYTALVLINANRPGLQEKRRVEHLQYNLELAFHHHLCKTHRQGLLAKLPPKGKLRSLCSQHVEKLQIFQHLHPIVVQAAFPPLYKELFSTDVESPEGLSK
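Stably transfected Drosophila Schneider cells are the test system, with ROR gamma fused to Gal4 and luciferase under UAS control; luminescence is read after 20 hr of 700 uM copper sulfate induction at ambient temperature.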
VP16 counter = counter-screen for ROR gamma inhibitors: Gal4-VP16 reporter; Drosophila S2 Gal4-VP16 UAS-luciferase, luminescence, 20 h; Potency, µM (highest dose often 53.6 µM), without a hit: at the highest dose activity, negative = inhibition, actives largely listed as inhibitors; 310,000 compounds, 3.5% hits; AID 2546;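 further: Gal4-VP16 expression switched on by copper sulfate through the metallothionein promoter; potency means the concentration at half of the fitted maximal effect; on the % scale 0 is the no-effect control and ±100 the full control effect; nearly all actives have a fitted effect of over 50% in size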
uPA generation = cell surface uPA generation inhibition | cell surface uPA generation assay, qHTS | Potency, µM (top dose mostly 38.3 µM), for inactives: at the highest dose activity change, negative = inhibition, actives largely listed as inhibitors | 330,000 compounds, 0.31% hits; active means well fitted inhibition curve with a large enough effect; inconclusive means small, poorly fitted or top-dose-only effect; inactive means no such curve, though single readings can be large or run the other way; tested in mouse RAW 264.7 cells; further: potency means the concentration at half of the fitted maximal effect; on the % scale 0 is the no-effect control and ±100 the full control effect; nearly all actives have a fitted effect of over 55% in size
ELG1 genotoxic = genotoxicity induction in ELG1-luciferase HEK293T cells; HEK293T ELG1-luciferase reporter, luminescence, 16 h; Potency, µM (top dose mostly 46 µM), inactives show top-dose activity change, positive = activation, hits mostly activators; 330,000 compounds, 1.3% hits; AID 504466; further: potency means the concentration at half of the fitted maximal effect; % of control where 0% means no effect; nearly all actives have a fitted effect of over 60% in size
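DMSO vehicle served as control against compound-treated ELG1-luciferase HEK293T cells; exposure lasted 16 hr at 37 °C and 5% CO2, followed by ONE-Glo luminescence detection after 30 min.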
Tb PFK block = inhibitors of T. brucei phosphofructokinase. T. brucei PFK, ADP-Glo luminescence. Potency, µM (doses to about 57.5 µM), for inactives: at the highest dose activity, negative = inhibition, most hits filed as inhibitors. 330,000 compounds, 0.17% hits. AID 485367;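 further: potency means the concentration at half of the fitted maximal effect; 0% = uninhibited 1x PFK enzyme wells and -100% = no-enzyme wells; nearly all actives have a fitted effect of over 60% in size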
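1.25 nM PFK with 0.5 mM F6P and 0.1 mM ATP in 0.1 M TEA pH 8.0, 5 mM MgCl2, incubated 45 min at room temperature; ADP measured by ADP-Glo luminescence; compounds titrated up to 57 uM.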
NPC1 prom act = activators of NPC1 promoter | Huh7 NPC1 promoter luciferase reporter, 24 h | Potency, µM (titrated, usually from 9.22 µM), for inactives: at the top dose activation, actives largely listed as activators | 320,000 compounds, 2.4% hits | AID 485313;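 further: potency means the concentration at half of the fitted maximal effect; % of control where 0% means no effect; nearly all actives have a fitted effect of over 60% in size; reporter is driven by a mutant NPC1 promoter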
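Luminescence read-out of NPC1 promoter-driven luciferase in stably transfected Huh7 cells; compounds delivered in DMSO and left 24 h at 37C, 5% CO2, qHTS titration format.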
KCNH2 3.1 block = blocks the human KCNH2 3.1 channel isoform. U2OS KCNH2 3.1, thallium flux FluxOr; active compounds read low. activity change, % (tested at about 1.8 µM). 340,000 compounds, 0.95% hits;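 active means maximum activity change below -70%; inconclusive means maximum activity change from -70% to -50%; inactive means maximum activity change above -50%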;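 further: thallium influx rate constant from kinetic fluorescence after stimulation buffer; on the % scale 0 is the no-effect control and ±100 the full control effect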
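Thallium flux via FluxOr fluorescence (Red40 quencher, 45 min loading) in U2OS cells virally expressing the KCNH2 3.1 isoform (1.77 x 10^8 /mL virus, overnight at 37 C). Rate constants from 2-min kinetic reads post-stimulation, normalised to positive and negative controls.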
Rab9 prom act = activators of Rab9 promoter; 320,000 compounds, 2.8% hits; Huh7 Rab9 promoter-luciferase reporter, luminescence, 24 h; Potency, µM (highest dose often 9.22 µM), for inactives: at the highest dose activation, negative = inhibition, most hits filed as activators; further: potency means the concentration at half of the fitted maximal effect; % of control where 0% means no effect; nearly all actives have a fitted effect of over 60% in size
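Huh7 cells stably carrying Rab9 promoter–luciferase reporter, plated 1500 cells/well, compound added after 2 h and incubated 24 h at 37 °C; luciferase luminescence then read after 10 min with detection reagent.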
Coupling enz = counter-screen for Giardia aldolase inhibitors: coupling enzyme system; coupling enzyme system counterscreen, AmpLite Red fluorescence; activity change, negative = inhibition, % at 58.2 µM, hits read low; 290,000 compounds, 0.67% hits; AID 2472; in the data active means activity change below about -30%; further: on the % scale 0 is the no-effect control and ±100 the full control effect
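First, compound is pin-transferred into glyceraldehyde-3-phosphate coupling-enzyme reagent at 57.5 uM final and held 10 min at RT. Next, substrate, coupling system and AmpLite Red are added. After 20 min RT, fluorescence (525/598 nm) is read.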
FLuc counter = counter-screen for miR-21 project: firefly luciferase inhibitors or activators | P08659 | purified FLuc, Km substrates, luminescence inhibition | Potency, µM (titrated, usually from 57.5 µM), for inactives: at the top dose activity change, negative = inhibition, most hits filed as inhibitors | 360,000 compounds, 6.9% hits | AID 588342;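 further: potency means the concentration at half of the fitted maximal effect; plate controls were vehicle for no effect and reference inhibitor for full effect; nearly all actives have a fitted effect of over 55% in size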
Target sequence (P08659 whole entry, looked up): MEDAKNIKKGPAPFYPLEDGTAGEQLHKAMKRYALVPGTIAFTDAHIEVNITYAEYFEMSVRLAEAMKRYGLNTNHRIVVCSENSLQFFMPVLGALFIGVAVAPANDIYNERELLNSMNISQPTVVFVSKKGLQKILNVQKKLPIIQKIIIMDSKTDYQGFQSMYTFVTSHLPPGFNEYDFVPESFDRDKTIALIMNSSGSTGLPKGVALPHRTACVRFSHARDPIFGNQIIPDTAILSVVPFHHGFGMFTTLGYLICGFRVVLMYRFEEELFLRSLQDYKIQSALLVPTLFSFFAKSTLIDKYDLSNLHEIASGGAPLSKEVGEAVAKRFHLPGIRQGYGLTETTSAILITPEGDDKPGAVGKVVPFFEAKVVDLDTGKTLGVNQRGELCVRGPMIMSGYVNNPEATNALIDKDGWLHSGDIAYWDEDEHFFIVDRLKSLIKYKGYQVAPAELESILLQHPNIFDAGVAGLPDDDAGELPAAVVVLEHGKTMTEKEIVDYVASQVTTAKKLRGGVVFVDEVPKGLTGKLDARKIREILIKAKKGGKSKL
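Purified P. pyralis luciferase (10nM final) with 10uM D-luciferin and 10uM ATP (Km levels) in 50mM Tris acetate pH 7.5, 10mM Mg acetate, 0.01% Tween-20, 0.05% BSA; qHTS 6-point titration, ~60 µM downward; luminescence read.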
Giardia kill = kills Giardia lamblia; Giardia lamblia trophozoite viability; activity change, % at 7.66 µM, hits read low; 340,000 compounds, 0.15% hits; in the data active means activity change below about -80%; inconclusive means between about -30% and that limit;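 further: parasites exposed to compound for two days anaerobically before the ATP read; on the % scale 0 is the no-effect control and ±100 the full control effect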
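Luminescent ATP signal served as the viability read-out, measured 15-30 min after adding ATP detection reagent to trophozoites that had been incubated with compounds for 48 hrs at 37 deg C anaerobically at 100 cells/well.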
The depositor's hits bear a star; ? = inconclusive; . = no result given; & = joins results of further samples; [ ] = dose if it differs, or a comment. Unless noted, the call rests on the fitted dose curve; in most records, active means well fitted curve in the direction sought with a large enough effect; inconclusive means small, poorly fitted or top-dose-only effect, or another doubt; inactive means no such curve, though single readings can be large; an effect the other way counts as inactive or inconclusive.

| Molecule | RORg inh | VP16 counter | uPA generation | ELG1 genotoxic | Tb PFK block | NPC1 prom act | KCNH2 3.1 block | Rab9 prom act | Coupling enz | FLuc counter | Giardia kill |
| --- | --- | --- | --- | --- | --- | --- | --- | --- | --- | --- | --- |
| CCOc1ccc(N(C(=O)c2snc(C(N)=O)c2N)C(C(=O)NC2CCCC2)C(C)C)cc1 (stereo not given) | 0% | 6% | . | -2% | -4% | -3% | -10 | -3% | 1 | -1% | -5 |
| COc1ccc(C(=S)N2CCN(c3ccccc3C)CC2)cc1 | ? | 6% | 1% | -4% | -7% | -42%[inhibitor] | -31 | 1% | 2 | -7% | 23 |
| O=C1COc2ccc(S(=O)(=O)N3CCC(C(=O)NCc4ccccc4)CC3)cc2N1 | -4% | 0% | -2% | 2% | -6% | 0% | 11 | 0% | . | 2% | -4 |
| COc1ccc(S(=O)(=O)N2CCN(C)CC2)cc1C(=O)N1CCCCC1 | -19% | 1% | 4% | -4% | -2% | 2% | 4 | 2% | . | 1% | -3 |
| CC(n1cnnn1)C12CC3CC(CC(C3)C1)C2 (stereo not given) | -29% | -5% | -8% | 5% | 15% | 0% | -10 | -1% | 0 | -4% | 2 |
| Nc1nnc(SCCOc2cccc(Br)c2)s1 | 3% | -23% | . | 9% | -21% | 13% | -16 | 14% | . | ? | 9 |
| O=C1NC(=O)C(=O)N1 | . | . | 17% | -2% | -2% | 1% | -3 | 2% | . | -2% | 16 |
| CC(C)NC(=O)NC(=O)CN1C(=O)NC2(CCc3ccccc3C2)C1=O (stereo not given) | -19% | -5% | -2% | 0% | 11% | -2% | 20 | -2% | 0 | 0% | 5 |
| O=C(NC(C(=O)c1ccccc1)N1CCCCCC1)c1ccco1 (stereo not given) | -11% | 10% | 6% | 2% | -2% | 1% | -6 | 2% | 0 | 3% | -10 |
| CCCCN(C(=O)c1c(C)[nH]c(C(=O)OCC)c1C)c1ccccc1 | 4% | 0% | 7% | 2% | 13%[0.46 µM] | -1% | 0 | 7% | 0 | -2% | -1 |
| COc1ccc(C(CC(=O)NC(C)(C)C)n2cccc2)cc1 (stereo not given) | 11% | -7% | 4% | -1% | 0% | 0% | -31 | 4% | 3 | 0% | -5 |
| COCCNC(=O)Cn1nc(-c2ccc(C)cc2)ccc1=O | 19% | 2% | -3% | -1% | -5% | -1% | 14 | 12% | 0 | 2% | 24 |
| Cc1cccc(-n2c(SCC(=O)NCc3ccco3)nc3ccccc3c2=O)c1 | -1% | 1% | . | 3% | 1% | 1% | -20 | 2% | 6 | 0% | -11 |
| O=C(CN1C(=O)COc2ccc(S(=O)(=O)N3CCOCC3)cc21)NCc1ccco1 | 0% | 1% | -1% | 0% | -7% | -2% | -1 | 7% | 1 | 1% | -13 |
| O=C(CNC(=O)c1ccco1)N/N=C/c1ccc(O)cc1O | ? | 6% | -7% | 8% | 1% | 6% | 4 | -6% | . | -2% | 1 |

(listing goes on)
| Molecule | RORg inh | VP16 counter | uPA generation | ELG1 genotoxic | Tb PFK block | NPC1 prom act | KCNH2 3.1 block | Rab9 prom act | Coupling enz | FLuc counter | Giardia kill |
| --- | --- | --- | --- | --- | --- | --- | --- | --- | --- | --- | --- |
| CCCCOP(=O)(c1ccc(N(C)C)cc1)C(O)c1ccc(OC)c(OC)c1 (stereo not given) | -8% | -6% | -1% | -1% | -7% | -1% | 13 | -3% | 2 | 1% | -23 |
| COc1ccccc1N1CCN(C(=O)C2CC(=O)N(c3ccccc3)C2)CC1 (stereo not given) | 17% | 10% | 4% | -3% | 5% | -3% | 6 | -10% | 2 | 0% | -14 |
| O=C(Cn1c(=O)oc2ccccc21)N1CCOCC1 | -23% | 10% | 6% | 4% | 0% | -2% | 2 | -5% | 3 | -1% | -12 |
| O=C(COC(=O)c1ccccn1)Nc1cccc2ccccc12 | -8% | -9% | -3% | -1% | 3% | -11% | 26 | -2% | 0 | 5% | 27 |
| Cn1c(=O)c2cc(S(=O)(=O)Nc3cc(C(=O)O)cc(C(=O)O)c3)ccc2n(C)c1=O | 37% | 1% | -9% | 1% | 2% | -4% | 8 | -1% | 1 | -10% | -2 |
| O=C(CNC(=O)c1ccccc1)NCC(=O)OCC(=O)c1ccccc1 | 2% | 6% | -3% | 2% | 1% | -2% | -10 | -5% | 0 | -4% | -17 |
| COc1cc(C2NC(=S)NC3=C2C(=O)CCC3)ccc1O (stereo not given) | -4% | -3% | 1% | 0% | 1% | 0% | 10 | 2% | -1 | 0% | 7 |
| Cn1cc(CN2CCC(N3CCNC(=O)CC3)CC2)c(-c2ccccc2F)n1 | 6% | 6% | 1% | 0% | 1% | -3% | -20 | -4% | 3 | -3% | -1 |
| O=C(Oc1ccc(-n2cnnn2)cc1)c1ccco1 | 9% | 7% | -1% | 5% | -1% | 15% | 0 | 17% | -2 | -6% | 1 |
| CCOc1ccc(CNC(=O)CCc2cn(Cc3ccccc3)c3ccccc23)cc1 | 13% | -12% | ? | 1% | 3% | -1% | 5 | 0% | 3 | -3% | -9 |
| Cc1cc(Br)ccc1NC(=O)C1CCN(C(=O)c2ccco2)CC1 | 31% | -8% | -1% | -2% | -8% | -4% | 2 | 0% | -3 | 5% | 10 |
| COc1cccc(C(=O)OCC(=O)c2ccc(Br)s2)c1 | -27% | -8% | 6% | 1% | -5% | 3% | 7 | 0% | . | 7.6µM* | 4 |
| COC(=O)c1[nH]c2ccccc2c1NC(=O)C(C)N1CCN(C(=O)c2ccco2)CC1 (stereo not given) | 15% | 10% | -7% | 0% | 5% | -6% | ? | -6% | -1 | -1% | -9 |
| CC(=O)Oc1ccc(/C=N/NC(=S)Nc2ccccc2)cc1 | 2µM* | 2.5µM* | -3% | 9.2µM* | 6% | 3.2µM* | -6 | 4µM* | 0 | ? | 11 |
| Cc1cccc(C(=O)OCc2cnc(Cl)s2)c1 | 40% | -2%[0.365 µM] | 6% | 22% | 1% | -4% | -3 | -2% | 7 | -12% | -13 |

(further entries)
| Molecule | RORg inh | VP16 counter | uPA generation | ELG1 genotoxic | Tb PFK block | NPC1 prom act | KCNH2 3.1 block | Rab9 prom act | Coupling enz | FLuc counter | Giardia kill |
| --- | --- | --- | --- | --- | --- | --- | --- | --- | --- | --- | --- |
| CCN(CCCNC(=O)Cn1ncc2c([nH]c3ccc(C)cc32)c1=O)c1ccccc1 | -11% | -11% | -1% | 0%[9.26 µM] | 0% | -2% | 6 | -2% | -5 | 2%&-4% | ? |
| CC/C(=N/NC(=O)CCC(=O)Nc1ccccc1OC)c1ccccc1 | -2% | -23% | 15% | -1% | 3% | -4% | -2 | -14% | -4 | 2% | -3 |
| O=C(NNC(=O)c1ccc(Br)s1)c1ccc(F)c(S(=O)(=O)N2CCOCC2)c1 | . | . | -16% | -3% | 1% | 0% | 4 | -6% | . | -1% | -3 |
| CCC(C)[C@H](NC(=O)NCc1ccccc1Cl)C(=O)OC (stereo not given in full) | 23% | 14% | . | 4% | 6% | -3% | -13 | 7% | 4 | 2% | -6 |
| COc1cccc(CNc2ccc(F)c(Cl)c2)c1 | 31% | 6% | -1% | ? | 24µM* | 6% | 2 | 14% | -1 | -14% | 21 |
| Cc1cc(N=CC2=C(O)CC(C)(C)CC2=O)no1 | -21% | -3% | 9% | 2% | -1% | 2% | -4 | 4% | 2 | 4% | 0 |
| C=CCn1c(COc2cccc3ccc(C)nc23)nnc1SCC(N)=O | -7% | -7% | 0% | 1% | -11% | 0% | -18 | -2% | 1 | 1% | 0 |
| O=C(CC1CCCC1)Nc1nc2ccccc2[nH]1 | 8.9µM* | ? | -4% | 16µM* | 1% | 3.5µM* | -4 | 2.8µM* | 0 | 9.5µM* | 7 |
| O=C(CN1CCN(S(=O)(=O)N2CCOCC2)CC1)Nc1ccc(Cl)c(Cl)c1 | 31% | -14% | -22% | -9% | -8% | -5% | -5 | -11% | 1 | 1% | 0 |
| Cc1nn(CC2CCCCC2)c(N)c1-c1ccccc1 | ? | 11µM* | -4% | ? | 3% | 29% | -13 | ? | 1 | 17µM* | -7 |
| CC(C)(C)N1CC(COc2ccccc2)OC1=O (stereo not given) | -34% | 8% | 1% | ? | -2% | 2% | -1 | -2% | 3 | 0% | 16 |
| CCOC(=O)N1CCC(NC(=O)c2cccc3c2C(=O)N(Cc2cccnc2)C3)CC1 | 14% | 0% | -2% | 3% | 0% | -3% | -8 | -2% | 2 | 10% | 9 |
